Screens (PubChem)
pCIP destab: p/CIP-EGFP fusion destabilizers, primary screen, fluorescence, F442A cells. Q05BA5. 16 h. decrease of EGFP signal, % at 10 µM. 290,000 tested, 0.01% active. AID 1984, 2009;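 active means EGFP signal decrease of at least 30% at 10 µM or well 3 SD below plate mean, unless failing retest; inactive means the rest, including hits failing retest or dose response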; further: some compounds called inactive have numbers as strong as hits; many of its hits are not listed in these tables
MEKK3 PB1 HTS: modulators of MEKK3-MEK5 PB1 binding, primary screen, biochemical, wildtype MEKK3, multiplex bead flow cytometry, Alexa488-MEK5; Mitogen-activated protein kinase kinase kinase 3 (Homo sapiens), Q99759; bead-based flow cytometry, Alexa488-MEK5 binding to MEKK3; actives lie on both sides; 0 = blocked by unlabeled MEK5, 100 = vehicle; binding response (% of control), % at 10 µM; 290,000 tested, 1.4% active; AID 1529, 2009;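 active means binding response more than 3 SD above or below the average of its plate-row segment, actives on both sides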;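 further: Alexa488 bead fluorescence after subtracting the streptavidin-only scavenger bead signal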
PHOSPHO1 inh: PubChem AID 1565; Phosphoethanolamine/phosphocholine phosphatase (Homo sapiens), Q8TCT1; recombinant PHOSPHO1, absorbance phosphatase assay; inhibition, % at 13.3 µM; 290,000 tested, 1.1% active; in the data active means inhibition above about 60%
IDE cell activ: human IDE activators in live cells, primary screen, fluorescence polarization, HEK cells, FAbeta-B substrate. Insulin-degrading enzyme (Homo sapiens), P14735. FAbeta-B cleavage; 0% vehicle, 100% cell-free pure enzyme wells. activation, % at 5.96 µM. 340,000 tested, 0.073% active. AID 493087, 2011;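 active means activation above the mean of all tested compounds plus 3 SD, set per screening campaign, cut at about 17% in these data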
Target sequence (P14735 whole entry, looked up): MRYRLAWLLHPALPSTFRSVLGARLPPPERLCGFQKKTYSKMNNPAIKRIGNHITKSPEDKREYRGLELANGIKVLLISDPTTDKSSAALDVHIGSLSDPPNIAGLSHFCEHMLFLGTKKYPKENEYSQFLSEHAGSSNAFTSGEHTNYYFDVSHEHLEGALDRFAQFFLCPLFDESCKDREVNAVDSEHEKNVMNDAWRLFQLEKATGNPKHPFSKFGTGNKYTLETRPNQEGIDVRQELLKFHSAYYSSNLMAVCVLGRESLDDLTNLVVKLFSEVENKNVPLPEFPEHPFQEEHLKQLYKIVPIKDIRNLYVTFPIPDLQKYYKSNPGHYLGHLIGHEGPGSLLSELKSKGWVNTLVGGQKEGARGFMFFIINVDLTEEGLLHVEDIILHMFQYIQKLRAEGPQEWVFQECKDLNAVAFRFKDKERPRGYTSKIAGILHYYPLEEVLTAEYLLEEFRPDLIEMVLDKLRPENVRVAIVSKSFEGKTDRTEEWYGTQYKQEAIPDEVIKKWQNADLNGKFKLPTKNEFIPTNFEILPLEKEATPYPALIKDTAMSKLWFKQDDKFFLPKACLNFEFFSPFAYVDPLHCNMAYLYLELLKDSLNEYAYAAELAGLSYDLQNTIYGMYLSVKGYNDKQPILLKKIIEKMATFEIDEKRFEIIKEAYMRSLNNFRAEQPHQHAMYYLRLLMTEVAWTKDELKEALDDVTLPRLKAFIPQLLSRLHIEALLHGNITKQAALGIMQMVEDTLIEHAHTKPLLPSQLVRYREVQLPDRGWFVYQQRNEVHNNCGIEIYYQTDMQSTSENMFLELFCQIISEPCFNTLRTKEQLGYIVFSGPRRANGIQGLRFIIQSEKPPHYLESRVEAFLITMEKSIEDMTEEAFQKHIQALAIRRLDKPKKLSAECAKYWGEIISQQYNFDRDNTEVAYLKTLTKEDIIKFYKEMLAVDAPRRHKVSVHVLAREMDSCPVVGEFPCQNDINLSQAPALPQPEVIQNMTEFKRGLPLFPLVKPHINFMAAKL
CRFR2-BP antag: antagonists of CRF-BP/CRF-R2 complex, primary screen, cell-based, HEK293, calcium dye fluorescence, uHTS. CRF-induced calcium fluorescence. inhibition, % at 11.8 µM. 350,000 tested, 0.59% active;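 active means inhibition of the ligand-induced calcium signal above about 50% at the single tested concentration, limit read from the data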
GalR3 antagonist: GalR3 antagonists in HEK293 cells, primary screen, cell-based, fluorescence readout | 360,000 tested, 0.44% active | HEK293 GalR3-CNG cAMP membrane potential fluorescence; galR3 body fused to GalR1 C-terminus | inhibition, % at 3 µM;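 active means inhibition above the screen-wide average plus 3 SD, cut at about 13% in these data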;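 further: forskolin and galanin both at EC90 stimulate the cells; cAMP rise reported by CNG channel membrane potential dye signal; 0% = forskolin plus galanin with DMSO and 100% = forskolin alone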
CRFBP-R2 agonist: agonists of CRF-BP/CRF-R2 complex, primary screen, cell-based, HEK293, calcium dye fluorescence, uHTS; activation, % at 13.2 µM; CRF-binding protein / CRF receptor 2 complex (human); 350,000 tested, 0.46% active; calcium dye fluorescence (FLIPR); percent of saturating CRF peptide response; AID 588473, 2011;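 active means activation of at least 50%, plus an integration ratio under a set limit after plate pattern correction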;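 further: plate controls were neutral control wells without compound for no effect and CRF at EC100 for full effect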
M4 PAM: human M4 muscarinic receptor positive allosteric modulators, primary screen, CHO-K1 cells, Fluo-8 calcium fluorescence; AID 624126, 2012; 360,000 tested, 0.4% active; Muscarinic acetylcholine receptor M4 (Homo sapiens), P08173; activation, % at 3 µM; CHO-K1 hM4/Gqi5, ACh EC20; 0% = ACh EC20, 100% = maximal ACh;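 active means activation above its plate's cutoff, the mean activation of sample wells plus 3 SD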; further: some results filed as inactive read as strong as hits
IDE inh: human IDE inhibitors in live cells, primary screen, fluorescence polarization, HEK cells, FAbetaB substrate; FAbetaB cleavage; inhibition, % at 5.59 µM; 320,000 tested, 0.41% active; AID 434962, 2010;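 active means percent inhibition above the average of all tested compounds plus 3 SD, set per screening campaign, cut at about 16% in these data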;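 further: IDE supplied by intact live HEK cells; FP after avidin binding of uncleaved biotin substrate so inhibition keeps polarization high; 0% = DMSO wells and 100% = 60 µM reference IDE inhibitor Ii1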
An asterisk follows results filed as active; · = no result given; [ ] = another dose, or the depositor's remark. Outcome played no part in choosing rows; any-hit rate near 4.2%.

The opening 6 entries as a preview:
SMILES	pCIP destab	MEKK3 PB1 HTS	PHOSPHO1 inh	IDE cell activ	CRFR2-BP antag	GalR3 antagonist	CRFBP-R2 agonist	M4 PAM	IDE inh
Clc1cccc(CSc2ncnc3c2ncn3C2CCCCO2)c1 (stereo unspecified)	·	·	·	-5	3	-5	-4.1	5	·
Cc1ccccc1N(C=O)c1ccccc1C	·	·	·	4	28	-6	-5.2	11	·
Cc1ccc(CNC(=O)c2ccc3nc4[nH]c5ccccc5c4nc3c2)cc1	-50	72*[inhibitor]	0	·	·	1	·	·	·
CC12CCC(=O)N1C(C(=O)Nc1nc(-c3ccc(F)cc3)cs1)CS2 (stereo unspecified)	·	·	·	4	-6	-2	-1.5	4	-3
CCN(CC)S(=O)(=O)c1ccc(C)c(C)c1	-6	103	9	5	-4	-1	-0.8	-4	-2
Cc1cccc(NC(=S)N2CCN(c3ccccc3F)CC2)c1C	8	101	5	2	1	-7	-0.9	-18	1

This part in full (from the top)
SMILES	pCIP destab	MEKK3 PB1 HTS	PHOSPHO1 inh	IDE cell activ	CRFR2-BP antag	GalR3 antagonist	CRFBP-R2 agonist	M4 PAM	IDE inh
Clc1cccc(CSc2ncnc3c2ncn3C2CCCCO2)c1 (stereo unspecified)	·	·	·	-5	3	-5	-4.1	5	·
Cc1ccccc1N(C=O)c1ccccc1C	·	·	·	4	28	-6	-5.2	11	·
Cc1ccc(CNC(=O)c2ccc3nc4[nH]c5ccccc5c4nc3c2)cc1	-50	72*[inhibitor]	0	·	·	1	·	·	·
CC12CCC(=O)N1C(C(=O)Nc1nc(-c3ccc(F)cc3)cs1)CS2 (stereo unspecified)	·	·	·	4	-6	-2	-1.5	4	-3
CCN(CC)S(=O)(=O)c1ccc(C)c(C)c1	-6	103	9	5	-4	-1	-0.8	-4	-2
Cc1cccc(NC(=S)N2CCN(c3ccccc3F)CC2)c1C	8	101	5	2	1	-7	-0.9	-18	1
O=C(Oc1ccccc1O)c1cccc2ccccc12	-1	92	32	·	·	-4	·	-10	0
COc1ccc(/C(O)=C2\C(=O)C(=O)N(CCN(C)C)C2c2cccc(OC)c2OC)cc1 (stereo unspecified)	-4	95	1	2	31	-2	-2.6	-6	6
CC1=C(C(=O)OCc2ccccc2)C(c2cccc([N+](=O)[O-])c2)NC(=O)N1C (stereo unspecified)	0	103	40	4	-13	-9	0.7	0	6
Cc1ccc(S(=O)(=O)N(CC(=O)NCc2cccnc2)c2ccc(F)cc2)cc1	-13	94	4	3	6	-7	-0.5	-5	0
CCOc1cc(C(=O)OCC(=O)Nc2ccc(F)cc2Cl)ccc1OCC(=O)N1CCOCC1	·	·	·	-5	-2	-3	0.3	4	·
CCOc1ccc(C(=O)N[C@H](C(=O)Nc2ccc(OC)c(S(=O)(=O)N3CCOCC3)c2)C(C)C)cc1	-9	99	13	-3	15	-6	-5.2	5	0
Cc1nc2cccc(C(=O)NCc3ccccc3)c2o1	-2	113	0	5	2	-6	-0.2	0	4
CCOC(=O)c1c(C)oc2c1cc(NS(=O)(=O)c1ccc(C(=O)O)cc1)c1ccccc12	-3	104	6	-2	-5	0	2.3	3	-3
CCc1ccc(NC(=O)CSc2nc3ccccc3c(=O)n2CCCN2CCC(C)CC2)cc1	-5	102	23	1	-10	6	-0.8	-7	-1
CN(C)CCN1C(=O)c2oc3ccccc3c(=O)c2C1c1ccc(F)cc1 (stereo unspecified)	17	2.0*[inhibitor]	-3	-4	0	-7	0.8	-6	-4
COc1ccc(S(=O)(=O)Nc2cccc3c2O[C@H](CN(C)CC2CCCCC2)[C@@H](C)CN([C@H](C)CO)C3=O)cc1	·	·	·	2	-4	-4	0.7	3	0
CCN(C(=O)COC(=O)CSc1ccc(C(N)=O)cc1[N+](=O)[O-])C1CCCCC1	6	103	24	-3	-4	-5	-0.8	-13	-7
Cc1nc2ccccc2n1CC(O)Cn1c(C(F)(F)F)nc2ccccc21 (stereo unspecified)	4	101	18	-3	-19	3	1.1	1	1
COc1cc(OC)cc(-c2nc(-c3cccs3)no2)c1	-12	105	20	-2	15	0	3.0	-6	0
CC(=O)Nc1ccc(NC(=O)C(C)OC(=O)[C@@H]2CCCN2C(=O)c2cccs2)cc1 (stereo partly specified)	·	·	·	-4	5	-6	-0.3	-2	4
O=c1cc(CSc2nnc3ccccn23)c2c(ccc3ccccc32)o1	-1	93	12	3	-11	-6	0.6	-3	6
Cc1ccc(S(=O)(=O)CCC(=O)N(CCCN2CCOCC2)c2nc3ccccc3s2)cc1	·	·	·	-2	1	-3	2.2	-3	-2
Cc1cc(/C=C(\C#N)C(=O)O)c(C)n1-c1ccc(Br)cc1	-1	93	-10	13	26	-6	-1.3	14	-2
COc1cc(-c2noc(CCCC(=O)NCc3ccco3)n2)cc(OC)c1OC	-5	101	14	3	2	0	-3.3	5	-2

More records:
SMILES	pCIP destab	MEKK3 PB1 HTS	PHOSPHO1 inh	IDE cell activ	CRFR2-BP antag	GalR3 antagonist	CRFBP-R2 agonist	M4 PAM	IDE inh
Cc1ccccc1OCCC(=O)OCC(=O)NC(=O)c1ccccc1	·	·	·	2	32	4	5.8	7	0
NS(=O)(=O)c1ccc(NC(=S)NC(=O)C2CCCCC2)cc1	-14	104	-30	0	-24	-10	-2.9	-9	3
O=c1c2cnn(-c3ccccc3)c2ncn1Cc1cccc(Cl)c1	0	101	33	-6	0	1	3.2	-4	1
COc1ccc(CCNC(=O)CSc2nnc(CNC(=O)c3c(F)cccc3Cl)o2)cc1OC	-4	101	22	6	-2	-10	-1.1	-2	-1
CCOC(=O)N(C)C[C@@H]1OCc2cnnn2CCCC(=O)N([C@H](C)CO)C[C@H]1C	·	·	·	·	-10	-4	1.7	0	·
CCC(=O)Nc1c2c(nn1-c1ccc(C)cc1)CS(=O)(=O)C2	-5	99	26	6	-13	·	-0.1	7	1
O=c1c2ccccc2nnn1CSc1nnc(-c2cccnc2)n1-c1ccccc1F	-7	96	23	-9	-6	-4	-1.1	-2	0
CCOC(=O)C1=C(C)C2C3C(=O)N(c4ccccc4C)C(=O)C3C1(C)C1C(=O)N(c3ccccc3C)C(=O)C21 (stereo unspecified)	-6	100	-16	-1	-5	-5	2.1	16	2
CC(=O)Nc1ccc(S(=O)(=O)NCC2CCC(C(=O)NCCc3ccccc3)CC2)cc1 (stereo unspecified)	-13	108	5	7	5	5	-0.1	5	-3
COc1ccccc1NC(=O)c1ccccc1NC(=O)c1cc(Cl)ccc1NC(=O)c1ccco1	1	96	23	1	-25	-1	2.6	16	2
CCCc1ccc(OCCNC(C)=O)cc1	·	95	·	5	22	-3	-5.1	-2	3
O=C1CC(N2CCCCC2)C(=O)N1c1ccccc1 (stereo unspecified)	7	111	2	0	13	-1	0.9	1	-2
Cc1cc(NS(=O)(=O)c2ccc3c(c2)OCCO3)no1	-14	106	38	6	-8	1	3.8	5	-2
Cc1cc(N2C(=O)C(O)=C(C(=O)c3ccc(C)o3)C2c2cccc(Cl)c2)no1 (stereo unspecified)	·	·	·	·	15	0	-0.7	2	·
O=C1Nc2ccccc2/C1=C\C(=O)c1ccccc1	4	97	46	-1	-5	-10	-3.2	-7	3
Cc1csc(NC(=O)C2CC(=O)N(c3ccc(C)c(C)c3)C2)n1 (stereo unspecified)	0	101	24	3	2	-3	-1.7	9	-3
Cc1cccc(NC(=O)C2CCN(C(=O)[C@@H]3Cc4ccccc4CN3)CC2)c1	0	96	26	-2	-7	2	-1.0	3	0
Cn1c(=O)c2sc3c(c2n(CC(=O)Nc2ccccc2)c1=O)COC(C)(C)C3	-1	100	32	4	-12	-2	0.2	-1	-2
COc1cccc(C(=O)NNC(=O)c2ccccc2Br)c1	-4	104	30	9	-42	-5	0.0	1	5
N#Cc1c[nH]n2c(=O)cc(Cc3ccccc3)nc12	-14	88	10	4	14	-6	0.6	3	-5
Cc1cccc(CS(=O)(=O)Cc2ccc(C(=O)NCc3cccnc3)o2)c1	6	101	17	0	-24	2	8.4	2	5
COc1ccc(CNC(=O)CN(c2ccccc2)S(=O)(=O)c2ccccc2[N+](=O)[O-])cc1	-2	96	40	4	21	-4	-2.0	-7	7
Cc1ccccc1N(CC(=O)N1CCCC1)S(=O)(=O)c1ccc(Cl)cc1	-7	103	25	2	-7	-2	-2.2	2	0
c1cnc(-c2noc(CN3CCN(C4CCCC4)CC3)n2)cn1	4	106	-6	1	6	2	-1.3	4	-1
CC(C)(C)[C@H]1COC(=O)[C@H](NC(=O)OCC2c3ccccc3-c3ccccc32)C/C=C\C[C@@H](CC(=O)N(CCO)Cc2ccccc2)C(=O)N1	·	·	·	4	3	-7	-2.2	-4	5

Next section.
SMILES	pCIP destab	MEKK3 PB1 HTS	PHOSPHO1 inh	IDE cell activ	CRFR2-BP antag	GalR3 antagonist	CRFBP-R2 agonist	M4 PAM	IDE inh
Cc1nn(-c2ccc(F)cc2)c(C)c1NS(=O)(=O)c1ccc2ccccc2c1	-17	97	14	-4	-8	-2	0.2	-15	1
O=C(O)C1CCCN1C(=O)Nc1ccc(Cl)cc1 (stereo unspecified)	1	93	-3	4	-8	7	-0.1	-1	4
COc1ccc(OC)c(NC(=O)C2CC(/C=C/c3ccccc3)=NO2)c1 (stereo unspecified)	-13	106	16	1	23	-9	-0.1	4	3
COc1ccc(C2CCCN2C(=S)Nc2ccc(C)c(C)c2)cc1OC (stereo unspecified)	0	102	-32	-5	33	-2	-0.7	7	5
O=C(Nc1ccccc1N1CCCCC1)C1CCN(C(=O)c2ccc(Cl)cc2)CC1	·	·	·	-1	100*	-5	2.6	0	-1
Cc1ccc2c(CN(C)Cc3ccc(Cl)cc3Cl)cc(=O)oc2c1	-3	105	46	3	-6	-11	3.2	4	-4
O=S(=O)(Nc1nc2ccccc2nc1Cl)c1ccc(Cl)cc1	-2	97	6	3	33	-8	-0.5	-4	3
Cc1csc2nc(CNC(=O)c3cccc(C(F)(F)F)c3)cn12	-9	106	6	2	7	2	0.3	8	2
CCOc1ccccc1OCCCNCc1ccccc1	6	109	24	5	-25	-4	0.8	-11	-1
CCOC(=O)N1CCN(C(=O)c2cn(C)c3ccc(S(=O)(=O)N4CCCC4)cc3c2=O)CC1	0	102	36	-2	10	-1	-1.4	-19	3
COc1ccc(CC(=O)Nc2cc(S(=O)(=O)N3CCCCC3)ccc2N2CCN(C)CC2)cc1	-6	94	-7	-3	-14	-7	-0.3	6	7
Cc1ccc2nc3c(cc(C(=O)NCCN4CCOCC4)c(=N)n3CCCN3CCOCC3)c(=O)n2c1	-2	103	27	4	-25	·	-0.2	0	3
COc1ccc(OC)c(NC(=O)COC(=O)[C@H](Cc2ccccc2)NC(=O)c2ccco2)c1	·	·	·	10	2	-2	-1.3	7	0
O=C(CCC(=O)Nc1ccc(Br)cc1)N/N=C/c1ccc(O)cc1	-7	107	20	0	-9	-10	0.6	-2	-2
O=C(Nc1cnccn1)c1cccs1	2	116	19	9	8	1	-0.2	3	7
Cc1ccc(Cl)cc1NC(=O)C1CCCCC1C(=O)O (stereo unspecified)	2	99	21	1	-4	-1	-0.4	-8	5
COC(=O)c1[nH]c2ccc(F)cc2c1NC(=O)CCN1CC(C)OC(C)C1 (stereo unspecified)	-10	109	-4	4	2	-1	-2.5	0	2
